IL1B secr inh: inhibitors of inflammasome signaling (IL-1 beta secretion); THP-1 LPS/ATP IL-1B secretion, AlphaLISA, 16 h; hits give low values; AID 743279; activity change, % at 57.5 µM; 360,000 compounds, 4.7% hits; in the data active = activity change below about -50%; inconclusive = mostly about -30% to -49%; also: % is scaled to controls: 0 for no effect and ±100 for the full control effect
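Secreted IL-1B measured by AlphaLISA bead assay after 16 h compound exposure of THP-1 cells; compounds (final up to 57.5 uM) added 1 h before LPS (250 ng/mL) and ATP (1.25 mM) stimulation; lower signal means less secretion.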
KB-3-1 cytotox: KB-3-1 parental cell cytotoxicity; KB-3-1 viability, CellTiter-Glo ATP luminescence, 72 h; Potency, µM (doses to about 46.1 µM), inactives show at the highest dose activity change, negative = cytotoxic, usual class: cytotoxic; 400,000 compounds, 1.4% hits; AID 1347075; also: potency is read from the fitted curve at half-maximal effect; % is scaled to controls: 0 for no effect and ±100 for the full control effect; nearly all actives have a fitted effect of over 60% in size
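Parental KB-3-1 adenocarcinoma cells in phenol-red-free DMEM with 10% FBS were pin-treated with compounds at several concentrations, incubated 72 h at 37 °C, and viability read by CellTiter-Glo luminescence; concentration-effect curves were fitted after normalization.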
MCF10A rereplic: induces DNA re-replication in MCF 10a normal breast cells; MCF 10A DNA re-replication, Hoechst nuclear intensity, 48 h; Potency, µM (titrated, usually from 46.1 µM), without a hit: top-dose activity, positive = re-replication, usual class: activators; 350,000 compounds, 2.9% hits; AID 624296; also: potency is read from the fitted curve at half-maximal effect; % of control where 0% means no effect; nearly all actives have a fitted effect of over 50% in size
ATXN2 expr inh: reduces ATXN2 reporter expression in HEK-293 cells. HEK-293 ATXN2-luciferase reporter, luminescence, 24 h. Potency, µM (series often up to 57 µM), inactives show at the top dose activity change, negative = inhibition, hits mostly inhibitors. 360,000 compounds, 0.72% hits. AID 1745845; also: potency is read from the fitted curve at half-maximal effect; % is scaled to controls: 0 for no effect and ±100 for the full control effect; nearly all actives have a fitted effect of over 55% in size
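ATXN2-luciferase reporter cells (luciferase flanked by upstream and downstream ATXN2 gene portions) were treated 24 h at 37 °C with compounds at up to 57 uM. SteadyGlo luminescence gave expression; GF-AFC fluorescence gave viability.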
WRN inhibitor: blocks human WRN helicase; Q14191; WRN helicase unwinding, fluorescent forked duplex, kinetic; Potency, µM (highest dose often 114 µM), inactives show at the top dose activity change, negative = inhibition, hits mostly inhibitors; 360,000 compounds, 0.46% hits; AID 651768; also: potency is read from the fitted curve at half-maximal effect; % is scaled to controls: 0 for no effect and ±100 for the full control effect; nearly all actives have a fitted effect of over 55% in size
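Primary qHTS, 1536-well format. 20 nM WRN + compound, 15 min RT; start with 100 nM forked fluorophore/quencher duplex, 2 mM ATP (final); kinetic read ex 525/em 598 nm.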
SW480 rerep: induces DNA re-replication in SW480 colon adenocarcinoma cells; AID 624297; Potency, µM (series often up to 46.1 µM), for inactives: at the top dose re-replication activation, usual class: activators; 340,000 compounds, 1.8% hits; SW480 DNA re-replication, Hoechst DNA content imaging, 48 h; also: potency is read from the fitted curve at half-maximal effect; % of control where 0% means no effect; nearly all actives have a fitted effect of over 55% in size
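Treated cells incubate 48 hr (37 C, 5% CO2), are stained 40 min with Hoechst, and nuclear fluorescence is enumerated; a rise in nuclei with high DNA signal marks re-replication.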
KB-V1 MDR tox: kills drug-selected multidrug resistant KB-V1 cells; KB-V1 MDR cells viability, CellTiter-Glo, 72 h; Potency, µM (series often up to 46.1 µM), inactives show at the top dose activity change, negative = cytotoxicity, usual class: cytotoxic; 400,000 compounds, 3.4% hits; AID 1347076; also: potency is read from the fitted curve at half-maximal effect; % is scaled to controls: 0 for no effect and ±100 for the full control effect; nearly all actives have a fitted effect of over 60% in size
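In this primary screen, KB-V1 cells overexpressing P-gp are incubated with library compounds (lowest to highest concentration) for 72 h at 37 degrees C before a luminescent ATP viability read.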
HT1080NT lethal: kills 2HG-producing HT-1080-NT fibrosarcoma cells | HT-1080-NT fibrosarcoma viability, CellTiter-Glo ATP luminescence, 48 h | Potency, µM (titrated, usually from 46.1 µM), without a hit: top-dose activity, negative = less viability, usual class: cytotoxic | 360,000 compounds, 1.6% hits | AID 686970;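 also: NT is the 2HG producing partner of a matched IDH1 knockdown line; potency is read from the fitted curve at half-maximal effect; 0% = DMSO-treated cells and -100% = media-only wells without cells; nearly all actives have a fitted effect of over 55% in size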
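Viability by CellTiter-Glo luminescence after 48 h compound exposure at 37C of HT-1080-NT cells (750/well, RPMI, 5% FBS). % activity scaled between DMSO wells and medium-only wells, then curve-fitted and categorized by curve class.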
HT1080 IDH1KD tx: toxicity to HT-1080 IDH1 knockdown cells (counter line) | HT-1080 IDH1 knockdown viability, ATP luminescence, 48 h | Potency, µM (highest dose often 46.1 µM), for the others: at the top dose activity, negative = toxicity, hits mostly cytotoxic | 360,000 compounds, 2% hits | AID 686971;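 also: potency is read from the fitted curve at half-maximal effect; 0% = DMSO wells and -100% = cell-free medium wells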
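After a 2 h attachment period, IDH1KD HT-1080 cells took pin-transferred compound for 48 h at 37 °C; ATP-based luminescence after 10 min room-temperature reagent incubation reported viability.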
Active calls of the source: *; ? = inconclusive; . = not tested or not shown; [ ] = dose if it differs, or a comment. Unless noted, calls follow the shape of the dose curve; as a rule, active = well fitted curve in the direction sought with a large enough effect; inconclusive = small, poorly fitted or top-dose-only effect, or another doubt; inactive = no such curve, though single readings can be large; an effect the other way counts as inactive or inconclusive.

SMILES	IL1B secr inh	KB-3-1 cytotox	MCF10A rereplic	ATXN2 expr inh	WRN inhibitor	SW480 rerep	KB-V1 MDR tox	HT1080NT lethal	HT1080 IDH1KD tx
COC(=O)c1ccc(NC(=O)c2sc3nc(-c4ccccc4)cn3c2C)cc1	-22.7	0.6%	?	-26.7%	1.4%	17.6%	?	-1.2%	-2.4%
Cc1ccn2c(=O)c(C(=O)NCCCN3CCCC3=O)c(O)nc2c1	3.6	8.4%	1.0%	10.1%	7.1%	?	-25.7%	9.0%	8.3%
Cc1ccccc1C(=O)NC(=S)NCCC1=CCCCC1	63.3	-6.4%	?	6.8%	-24.6%	-4.5%	-0.3%	8.4%	10.2%
CCCCCC1C(=O)C[C@@H]2CCN3C(=O)CCC[C@H]1[C@H]23 (stereo not given in full)	60.8	-18.9%	?	0.0%	-5.2%	26.3%[9.22 µM]	-1.5%	-4.5%	0.3%
O=C(NCCOC(=O)c1ccc(F)cc1)c1ccc(F)cc1	-4.5	-9.1%	2.3%	-14.6%	0.6%	-7.6%	-6.6%	-1.9%	-1.7%
CC1(C)CC2(CCO1)OC(=O)CC2C(=O)NCc1ccccc1 (stereo not given)	9.4	2.3%	6.0%	0.4%	3.3%	-6.5%	-10.3%	1.7%	6.7%
O=C(O)CN1C(=O)C(=O)N(Cc2cccc(F)c2)C1=O	17.9	5.5%	4.9%	30.4%	2.5%	-0.3%	-7.1%	12.5%	4.8%
CC(C)CNS(=O)(=O)c1cc(C(=O)OCC(=O)N2CCOCC2)c(Cl)cc1Cl	-95.3*	-6.0%	29.7%	1.6%	6.9%	-8.1%	-6.0%	-21.6%	-12.8%
CCOCCCNC(=O)C(NC(=O)C1CCC(=O)N1)c1ccc(C)cc1 (stereo not given)	-3.3	1.5%	-4.1%	4.8%	1.4%	-2.9%	?	9.7%	8.7%
O=c1cc(-c2ccc(C(F)(F)F)cc2)oc2ccccc12	3.9	0.0%	3.8%	5.7%	-1.8%	-17.7%	7.3%	19.3%	13.5%
N#C/C(=C/c1ccc(CNS(=O)(=O)c2ccccc2)o1)C(N)=O	0.0	-1.0%	-3.4%	4.1%	-21.3%	.	-5.8%	17.4%	14.1%
Oc1c(C(c2ccccc2Cl)N2CCCC2)ccc2cccnc12 (stereo not given)	88.0	13µM*	?	.	-6.8%	-4.2%	-27.8%	?	?
O=S(=O)(c1ccc(Cl)cc1Cl)n1ccc2cccnc21	10.3	-9.0%	-5.2%	-13.8%	15.2%	1.2%	-5.6%	-24.1%	-0.9%
O=C(Nc1cnn(Cc2ccc(Cl)cc2Cl)c1)c1noc2c1CCCC2	-11.3	-20.7%	15.6%	-15.4%	-6.8%	19.2%	10.3µM*	-12.2%	-17.5%
Cc1cccc(Cn2c(C(C)(C)C)cc3cccnc32)c1	-23.3	?	1.5%	?	-14.3%	1.9%	-26.6%	?	?
Cc1ccccc1-n1nc(CSc2nc3ccccc3[nH]2)c(-c2ccccc2)c1N	-12.8	?	29.8%	-5.8%	-5.2%	10.4%	18.4µM*	-1.1%	1.4%
C(=N\Nc1ccccc1)/c1ccc(N2CCOCC2)cc1	-11.8	-6.1%	1.0%	25.8%	2.7%[57.1 µM]	5.5%	-5.0%	?	2.8%[9.24 µM]
O=[N+]([O-])c1cc(C(F)(F)F)ccc1NCCc1c[nH]c2ccc(O)cc12	-19.3	-3.5%	-8.2%	-2.9%	-11.6%	12.6%	0.0%	12.6µM*	12.6µM*
COc1cc(NC(=O)C2CCN(S(=O)(=O)c3cccs3)CC2)c(C(=O)O)cc1OC	24.5	1.3%	.	.	10.8%	.	0.2%	4.7%	-1.5%
CCOc1cccc(CNCCO)c1OCc1ccc(Cl)cc1	-54.7*	-14.5%	-1.1%	-16.9%	-32.4%[57.1 µM]	14.2%	-6.0%	-23.2%	-22.2%
NC(=O)[C@@H]1CCCN1C(=O)c1ccc2nc(Cc3cccc(Cl)c3)oc2c1	26.9	12.2%	3.9%	-9.8%	2.2%	5.2%	44.3%	7.0%	4.4%
Nc1nnnn1/N=C/c1cc(Br)ccc1O	14.9	11.1%	9.1%	-12.7%	-31.0%	-39.8%[inhibitor]	-4.7%	2.6%	1.2%
Cc1ccc(Cl)cc1-c1cc(C(=O)Nc2ccc(F)cc2)[nH]n1	-60.1*	?	.	-38.3%	-2.6%	.	?	?	?
Cn1c(SCC2CCCO2)nnc1-c1ccc([N+](=O)[O-])cc1 (stereo not given)	31.4	4.7%	8.5%	.	-7.4%	-24.1%	-0.5%	6.4%	8.1%
CCCCOc1ccc(C2C(C(=O)c3cccs3)=C(O)C(=O)N2CCN2CCOCC2)cc1 (stereo not given)	0.0	13.1%	-4.1%	3.9%	-6.5%	-3.2%	?	10.0%	6.8%
CCOP(=O)(OCC)C(NC(=O)Nc1c(C)cc(C)cc1C)c1ccccc1 (stereo not given)	-6.5	?	0.1%	-3.1%	-4.7%	19.9%	?	14.9%	9.8%
COC(=O)C1=C(C)NC(=O)/C1=C\c1cc(C)n(-c2ccccc2F)c1C	-113.7*	-11.2%	0.0%	125.1%[activator]	-2.2%	1.2%	?	-8.9%	23.1%
Cc1cc(/C=N/n2cnnc2)c(C)n1-c1ccc2ncccc2c1	-2.7	1.1%	3.7%	19.5%	5.0%	-2.0%	-19.4%	?	-17.0%
C(=NN=C1c2ccccc2-c2ccccc21)c1c[nH]c2ccccc12	-102.7*	?	?	0.0%	-8.7%	9.2%	23.1µM*	-9.9%	?
Cc1cccc(-n2cc(C(=O)O)c(=O)cc2C)c1	15.0	15.7%	-11.9%	5.7%	0.6%	-4.1%	12.4%	9.0%	17.5%
CC(NC(=O)COc1ccccc1)C(=O)NCc1ccccc1Cl (stereo not given)	0.5	2.0%	6.3%	8.4%	-7.9%	?	-13.5%	-1.6%[9.24 µM]	-3.4%
CCCCC(C(=O)O)C(C)CC(=O)NNC(=O)c1ccco1 (stereo not given)	-0.5	9.8%	2.8%	-14.6%	-11.7%	-5.3%	18.9%	3.2%	-0.2%
S=C(NC1CCCCC1)N1CCCCC1	-4.9	12.7%	?	-5.2%	1.3%	10.6%	22.3%	-4.3%	?
COc1ccc(NC(=S)N2C3CCC2CC(NC(=O)NC24CC5CC(CC(C5)C2)C4)C3)c(OC)c1 (stereo not given)	?	-6.4%	?	9.6%	-13.5%	16.0%	-12.4%	-17.5%	6.6%
Cc1ccccc1N(C(=O)Cc1c[nH]c2ccccc12)C(C(=O)NC1CCCCC1)c1ccco1 (stereo not given)	-4.0	-7.2%	?	-26.5%	5.8%	-5.9%	?	?	?
CCOc1ccc(Br)cc1S(=O)(=O)Nc1ccc(Cl)c(S(=O)(=O)N(C)C)c1	3.2	-3.7%	?	-14.1%	3.3%	-2.7%	?	0.6%	0.5%

Part of the list above, in CSV form:
canonical_smiles,IL1B secr inh,KB-3-1 cytotox,MCF10A rereplic,ATXN2 expr inh,WRN inhibitor,SW480 rerep,KB-V1 MDR tox,HT1080NT lethal,HT1080 IDH1KD tx
S=C(NC1CCCCC1)N1CCCCC1,-4.9,12.7%,?,-5.2%,1.3%,10.6%,22.3%,-4.3%,?
COc1ccc(NC(=S)N2C3CCC2CC(NC(=O)NC24CC5CC(CC(C5)C2)C4)C3)c(OC)c1 (stereo not given),?,-6.4%,?,9.6%,-13.5%,16.0%,-12.4%,-17.5%,6.6%

Following part:
SMILES	IL1B secr inh	KB-3-1 cytotox	MCF10A rereplic	ATXN2 expr inh	WRN inhibitor	SW480 rerep	KB-V1 MDR tox	HT1080NT lethal	HT1080 IDH1KD tx
O=C(NC1CCCCC1)N1CCC(c2nc(-c3ccc(S(=O)(=O)N4CCCC4)cc3)no2)CC1	19.8	8.2µM*	?	?	-2.2%	?	2.59µM*	-0.8%	-0.7%
O=C(CCS(=O)(=O)Cc1ccccc1F)NCCc1ccc(Cl)cc1	14.6	2.3%	1.4%	.	-7.2%	-59.5%	0.8%	7.4%	13.2%
Cc1cc(C(=O)CSc2nc(N)cc(N)n2)c(C)n1C1CC1	-5.6	18.1%	1.7%	-16.2%	1.4%	-1.0%	-15.7%	7.3%	1.4%
CC(=O)c1cccc(NC(=O)c2csc(-n3nc(C)cc3C(F)(F)F)n2)c1	-22.6	8.4%	1.6%	-3.6%	4.4%	-0.1%	7.9%	11.8%	6.6%
CCC(Sc1nc(C)cc(=O)[nH]1)C(=O)Nc1nc(-c2ccccc2)cs1 (stereo not given)	81.2	-11.9%	26.6%	2.3%	-17.8%	-1.3%	1.2%	5.2%[9.24 µM]	3.0%
O=C(NCC(=O)N(CCN1CCOCC1)C(C(=O)NC1CCCC1)c1cccs1)c1ccco1 (stereo not given)	24.0	?	-2.5%	4.9%	3.7%	-0.2%	4.0%	10.7%	14.1%
O=C(Nc1cccc(C(=O)Nc2ccc(Cl)cn2)c1)c1ccccc1	?	0.9%	12.1%	-4.3%	-2.0%	33.1%	-16.4%	-1.9%	2.5%

By substructure: the entries above with two or more sulfur atoms.
SMILES	IL1B secr inh	KB-3-1 cytotox	MCF10A rereplic	ATXN2 expr inh	WRN inhibitor	SW480 rerep	KB-V1 MDR tox	HT1080NT lethal	HT1080 IDH1KD tx
COc1cc(NC(=O)C2CCN(S(=O)(=O)c3cccs3)CC2)c(C(=O)O)cc1OC	24.5	1.3%	.	.	10.8%	.	0.2%	4.7%	-1.5%
CCOc1ccc(Br)cc1S(=O)(=O)Nc1ccc(Cl)c(S(=O)(=O)N(C)C)c1	3.2	-3.7%	?	-14.1%	3.3%	-2.7%	?	0.6%	0.5%
CCC(Sc1nc(C)cc(=O)[nH]1)C(=O)Nc1nc(-c2ccccc2)cs1 (stereo not given)	81.2	-11.9%	26.6%	2.3%	-17.8%	-1.3%	1.2%	5.2%[9.24 µM]	3.0%

Screening results: PubChem, National Center for Advancing Translational Sciences (NCATS)

Random draw from the library; any-hit rate near 12%.
